CCT modulator – cytosolic chaperonin activity modulation | purified chaperonin ATPase assay, HTRF ADP detection, 30 min | activity change, % (no concentration beside the values), hits read low | actives 0.3% (n = 360,000); in the data active means activity change below about -30%; further: on the % scale 0 is the no-effect control and ±100 the full control effect
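First, chaperonin was dispensed at 40 nM or 20 nM final depending on batch activity. Next, compounds were pinned at 76 uM and ATP added at 10 uM. After 30 min at 37 °C, ADP detection reagents ran 30 min at ambient temperature.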
PI5P4Ka inh – blocks human PI5P4K alpha kinase activity | max response, % | actives 1.2% (n = 330,000) | PI5P4Kalpha enzyme, ADP-Glo luminescence, 60 min; active compounds read low | AID 652105; active means max response of -50% or lower; inconclusive means between -30% and -50%; inactive means -30% or higher; further: value at the top dose of about 77 µM; on the % scale 0 is the no-effect control and ±100 the full control effect
Target sequence (P48426 whole entry, looked up): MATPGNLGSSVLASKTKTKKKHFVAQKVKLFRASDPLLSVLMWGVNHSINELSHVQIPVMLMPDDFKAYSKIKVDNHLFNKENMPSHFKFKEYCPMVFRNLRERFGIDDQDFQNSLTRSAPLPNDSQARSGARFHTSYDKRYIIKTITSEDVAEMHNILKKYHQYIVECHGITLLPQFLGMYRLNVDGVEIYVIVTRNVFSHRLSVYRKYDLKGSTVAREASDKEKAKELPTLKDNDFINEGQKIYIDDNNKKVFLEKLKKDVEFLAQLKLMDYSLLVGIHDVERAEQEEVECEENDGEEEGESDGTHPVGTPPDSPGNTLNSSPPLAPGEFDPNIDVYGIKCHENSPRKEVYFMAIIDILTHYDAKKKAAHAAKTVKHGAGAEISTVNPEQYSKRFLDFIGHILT
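Luminescence from ADP-Glo served as readout of PI5P4Kalpha activity in a qHTS format. Reaction: enzyme, substrate, compound, ATP at 5 microM final, 60 min at RT.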
IL-2 act – activates IL-2 in a cell-based reporter assay; IL-2 activation reporter assay, cell-based qHTS; stimulated with anti-CD3/CD4/CD28 beads; in transgenic mouse T cells; activation, % (series mostly up to about 46 µM); actives 0.065% (n = 360,000); AID 652025; in the data active means activation above about 50%; inconclusive means mostly about 30% to 49%; further: 0% is about no effect
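Readout is EGFP and DsRed signal by fluorescent plate cytometry after 18 h at 37 degrees C. Transgenic mouse T cells (750/well) received compound for 60 min before bead stimulation (anti-CD3, anti-CD4, anti-CD28); memory T cells served as non-tolerant control.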
PLK1 PBD block – inhibitors of human PLK1 polo-box domain binding | P53350 | Plk1 PBD binding of FITC phosphopeptide, fluorescence polarization | Potency, µM, inactives show max response, negative = inhibition, actives largely listed as inhibitors | actives 2.8% (n = 360,000) | AID 720504; further: potency means the concentration at half of the fitted maximal effect; series mostly up to about 57 µM; on the % scale 0 is the no-effect control and ±100 the full control effect; nearly all actives have a fitted effect of over 65% in size
Target sequence (P53350 whole entry, looked up, the tested form may be a part): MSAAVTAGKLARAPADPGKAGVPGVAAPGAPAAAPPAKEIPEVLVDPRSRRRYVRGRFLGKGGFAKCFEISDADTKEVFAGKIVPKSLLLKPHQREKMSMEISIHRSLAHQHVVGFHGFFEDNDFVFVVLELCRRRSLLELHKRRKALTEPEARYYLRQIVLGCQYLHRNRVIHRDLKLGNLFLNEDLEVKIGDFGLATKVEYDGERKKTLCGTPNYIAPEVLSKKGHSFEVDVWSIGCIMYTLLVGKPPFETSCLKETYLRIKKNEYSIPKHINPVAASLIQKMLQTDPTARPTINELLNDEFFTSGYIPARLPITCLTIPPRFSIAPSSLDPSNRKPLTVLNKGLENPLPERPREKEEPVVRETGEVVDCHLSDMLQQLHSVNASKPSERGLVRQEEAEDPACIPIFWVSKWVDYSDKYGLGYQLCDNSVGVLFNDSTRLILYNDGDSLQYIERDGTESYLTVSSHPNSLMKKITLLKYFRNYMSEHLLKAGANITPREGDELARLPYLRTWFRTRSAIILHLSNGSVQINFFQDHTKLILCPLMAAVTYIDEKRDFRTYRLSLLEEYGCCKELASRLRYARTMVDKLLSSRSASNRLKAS
EPAC1 antagonist – blocks human EPAC1 exchange factor; O95398; EPAC1 GEF assay, Rap1b-BODIPY-GDP exchange fluorescence; Potency, µM (titrated, usually from 115 µM), without a hit: top-dose activity change, negative = inhibition, actives largely listed as inhibitors; actives 0.14% (n = 360,000);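 further: potency means the concentration at half of the fitted maximal effect; plate controls were vehicle for no effect and positive control for full effect; nearly all actives have a fitted effect of over 50% in size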
WRN inhibitor – blocks human WRN helicase | Q14191 | WRN helicase unwinding, fluorescent forked duplex, kinetic | Potency, µM (top dose mostly 114 µM), for the others: at the highest dose activity change, negative = inhibition, most hits filed as inhibitors | actives 0.46% (n = 360,000) | AID 651768; further: potency means the concentration at half of the fitted maximal effect; on the % scale 0 is the no-effect control and ±100 the full control effect; nearly all actives have a fitted effect of over 55% in size
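WRN at 20 nM final was preincubated with compound for 15 min at room temperature; reaction started with 100 nM forked duplex oligonucleotide carrying fluorophore and quencher plus 2 mM ATP (final). Unwinding followed kinetically by red fluorescence (ex 525/em 598 nm).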
EPAC1 agonist – activates human EPAC1 exchange factor | actives 0.073% (n = 360,000) | Potency, µM (doses to about 154 µM), inactives show at the highest dose activation, usual class: activators | O95398 | EPAC1 agonist qHTS, biochemical assay; response scale: 100% = response to 6.5 mM cAMP; further: potency means the concentration at half of the fitted maximal effect; nearly all actives have a fitted effect of over 60% in size
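Multi-concentration qHTS readout: loss of Rap1B-bound BODIPY-GDP fluorescence driven by 100 nM EPAC1 with excess GDP (50 uM), monitored kinetically at room temperature; agonist response expressed relative to 6.5 mM cAMP.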
EPAC2 ag – agonists of human EPAC2 (RAPGEF4); EPAC2 activation, biochemical qHTS; response scale: 100% = 6.5 mM cAMP response; actives 0.079% (n = 360,000); Potency, µM (titrated, usually from 154 µM), for the others: at the top dose activation, hits mostly activators; AID 720711; Q8WZA2; further: potency means the concentration at half of the fitted maximal effect; nearly all actives have a fitted effect of over 50% in size
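Guanine nucleotide exchange by EPAC2 is measured as reduced fluorescence of BODIPY-GDP once it is released from 250 nM Rap1B. Plates are read kinetically for 30 min at room temperature; results are scaled to 6.5 mM cAMP.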
* hit, by the source's call; u = inconclusive; x = no result given; [ ] = dose if it differs, or a comment. Unless noted, the call rests on the fitted dose curve; in most records, active means well fitted curve in the direction sought with a large enough effect; inconclusive means small, poorly fitted or top-dose-only effect, or another doubt; inactive means no such curve, though single readings can be large; an effect the other way counts as inactive or inconclusive. Not all compounds are listed. The share of hits here may be higher or lower than overall.

SMILES	CCT modulator	PI5P4Ka inh	IL-2 act	PLK1 PBD block	EPAC1 antagonist	WRN inhibitor	EPAC1 agonist	EPAC2 ag
Cn1c(=O)c2cc(NC(=O)Nc3cccnc3)ccc2n1-c1ccc(C(C)(C)C)cc1	1.2	-21	1.8	-3%	-8%	-9%	-4%	0%
FC(F)(F)c1cccc(NC(=S)N2CCCC2)c1	-2.7	4	-2.8	5%	-8%	-3%	-5%	-6%
Cc1ccc(S(=O)(=O)N2CCN(C(=O)CSc3nccn3C)CC2)cc1	-0.2	-7	-2.1	-5%	20%	-5%	0%	7%
C=CCn1c(NC(=O)c2ccccc2)nc2ccccc21	-0.2	7	1.1	-6%	8%	-5%	21%	6%
CN1C(=O)CSc2ccc(NC(=O)NCc3ccco3)cc21	-2.1	x	1.2	-7%	-2%	-11%[57.1 µM]	3%	9%
CCc1nnc(NS(=O)(=O)c2ccc(NCc3cc(Cl)ccc3O)cc2)s1	0.8	-6	0.2	-20%	u	-31%	-8%	-4%
COc1cc(C)nc(NC(=O)NC(=O)c2ccc(C(F)(F)F)cc2)n1	1.7	1	-3.4	-25%	-25%	6%	2%	-6%
Cc1ccc(-c2nnc3sc(-c4ccncc4)nn23)cc1	-2.0	x	-1.9	-11%	11%	-5%	6%	2%
Cc1cc(C)n(CC(=O)NCc2cc(-c3nn(C)c(=O)c4ccccc34)ccc2C)n1	-0.9	-7	1.1	1%	4%	11%	-9%	1%
Nc1cc(N)nc(SCC(=O)NNC(=O)Cc2ccccc2)n1	1.1	-6	-0.5	-6%	-1%	4%	5%	7%
CCOc1ccc(C(=O)OCC(=O)NCCNC(=O)COC(=O)c2ccc(OCC)cc2)cc1	0.4	3	-0.4	-6%	-8%	-9%	-1%	-4%
COC(=O)c1sccc1-n1cc(C#N)c(=O)n(C)c1=O	-1.1	-3	-4.1	4%	-3%	2%	-2%	-7%
CC(C)CNS(=O)(=O)c1cc(C(=O)N2CCOCC2)c(Cl)cc1Cl	-0.1	x	-0.8	4%	-5%	-12%	4%	9%
CS(=O)(=O)N(CC(=O)Nc1ccccc1C(=O)N1CCCC1)c1cccc([N+](=O)[O-])c1	-0.2	0	-0.8	-1%	-6%	-15%	3%	4%
CCOc1ccc(-n2c(=O)c3c4c(sc3n(CC(=O)NCC3CCCO3)c2=O)CCC4)cc1 (stereo unspecified)	1.6	-1	3.5	-5%	-17%	0%	-10%	8%
CC(OC(=O)/C=C/c1ccccc1Cl)C(=O)NC1CCCCC1C (stereo unspecified)	-1.5	1	-1.0	-17%	-16%	16%	3%	8%
CC1(C)Oc2ccc(NC(=O)C3COc4ccccc4O3)cc2O1 (stereo unspecified)	-1.6	-1	-2.5	-9%	-3%	-1%	11%	4%
O=c1cc(CSc2ccccc2)nc(-c2ccncc2)[nH]1	1.5	2	0.0	-15%	u	-2%	1%	13%
Cc1nc(C)c(CCNC(=O)c2ccc(C(F)(F)F)cc2)s1	-0.5	-1	0.7	-10%	4%	13%	2%	1%
Clc1cc2cccnc2c2ccccc12	-4.3	16	-1.1	u	-6%	-1%	7%	15%

Not a retest: entries from further up.
SMILES	CCT modulator	PI5P4Ka inh	IL-2 act	PLK1 PBD block	EPAC1 antagonist	WRN inhibitor	EPAC1 agonist	EPAC2 ag
Cn1c(=O)c2cc(NC(=O)Nc3cccnc3)ccc2n1-c1ccc(C(C)(C)C)cc1	1.2	-21	1.8	-3%	-8%	-9%	-4%	0%
FC(F)(F)c1cccc(NC(=S)N2CCCC2)c1	-2.7	4	-2.8	5%	-8%	-3%	-5%	-6%
Cc1ccc(S(=O)(=O)N2CCN(C(=O)CSc3nccn3C)CC2)cc1	-0.2	-7	-2.1	-5%	20%	-5%	0%	7%
C=CCn1c(NC(=O)c2ccccc2)nc2ccccc21	-0.2	7	1.1	-6%	8%	-5%	21%	6%

(listing goes on)
SMILES	CCT modulator	PI5P4Ka inh	IL-2 act	PLK1 PBD block	EPAC1 antagonist	WRN inhibitor	EPAC1 agonist	EPAC2 ag
Cc1cc(NC(=O)c2ccc3sc([C@@H]4O[C@H](CO)[C@H](O)[C@H](O)[C@H]4O)nc3c2)n(C)n1	-0.8	-1	0.0	-9%	0%	3%[57.1 µM]	5%	10%
Cc1ccc(NC(=O)C2(C)CCN2Cc2ccc(OC(C)C)cc2)cc1 (stereo unspecified)	1.3	16	-0.7	2%	-24%	-3%	8%	14%
O=C1N[C@@H](Cc2ccccc2)C(=O)N2[C@H]1C[C@]1(Br)c3ccccc3N(S(=O)(=O)c3ccc(F)cc3)[C@H]21	-3.8	1	-0.1	2%	-6%	-6%	-2%	3%
O=[N+]([O-])c1ccc(CSc2ccccn2)cc1	2.1	1	-3.7	-10%	-11%	-8%	-3%	-1%
CCCCNC(=O)C1(C)CCCCN1Cc1ccc(-c2ccccc2)cc1 (stereo unspecified)	1.4	-1	-0.4	-2%	1%	-1%	7%	9%
Nc1c(Cl)cc(N=Nc2ccccc2)cc1Cl	-1.6	33	0.9	-4%	-6%	1%	1%	6%
CC(C)[C@H](NC(=O)OCc1ccccc1)C(=O)OCC(=O)N1CCN(c2ccccc2)CC1	-3.9	4	0.7	-3%	-1%	2%	-2%	2%
COc1ccc(C2(C)ON(c3ccccc3C(F)(F)F)C2=O)cc1 (stereo unspecified)	-3.6	23	-0.6	-18%	-4%	0%	4%	19%
Cc1ccc(-n2c(SCC(=O)NC3CCS(=O)(=O)C3)nc3ccccc3c2=O)cc1 (stereo unspecified)	-1.7	0	0.2	-15%	u	8%[57.1 µM]	-4%	1%
O=C(Nc1ccc(Cl)cc1N1CCOCC1)C1CCCCC1	-1.0	-6	-2.5	-10%	-30%	2%	-1%	1%
CCOC(=O)Cn1nnc(-c2ccccc2)n1	-3.7	-4	-2.9	-5%	-1%	2%[57.1 µM]	-7%	0%
COc1cccc2c(=O)cn[nH]c12	3.1	6	-2.1	-3%	2%	7%	-3%	8%
O=C(NCc1nnc(SCC(=O)N2CCCC2)o1)c1ccccc1F	-1.2	-1	-2.4	-5%	13%	-3%	-3%	-2%
CC(C)OCCCNC(=O)c1c(N)n(/N=C/c2cccs2)c2nc3ccccc3nc12	-5.2	15	0.4	6%	-2%	-5%	-4%	1%
Cc1occc1-c1nnc(SCC(=O)N2CCOCC2)n1CCc1ccccc1	-0.3	2	4.9	-6%	8%	4%	-4%	0%
COc1ccc(CCC(=O)OCC(=O)c2ccc(C)cc2)cc1	1.7	5	-2.2	u	-5%	-7%	5%	12%
CC(=O)c1ccc(C(=O)N2CCCC(Nc3ccc(C(C)C)cc3)C2)s1 (stereo unspecified)	-2.8	4	-0.5	3%	-4%	7%	-15%	10%
CC(=O)NC(CC(=O)NNC(=O)COc1c(C)cccc1C)c1ccccc1 (stereo unspecified)	-2.7	14	-3.0	-1%	7%	3%	4%	16%
Cc1ccc(-n2c(=O)c3sccc3n(CC(=O)NCc3ccco3)c2=O)cc1F	-0.1	0	-0.2	-5%	1%	-4%	-7%	-5%
O=C(Nc1ccccc1)c1ccc(S(=O)(=O)N2CCCC2)cc1	-0.8	x	-0.3	4%	5%	-5%	12%	13%
C[C@H](CO)N1C[C@H](C)[C@@H](CN(C)S(=O)(=O)c2ccccc2)Oc2c(NC(=O)CCC(F)(F)F)cccc2C1=O	-1.5	0	0.9	1%	2%	2%	-2%	-9%
Cc1c(Cl)cccc1NC(=S)NC(=O)CCN1C(=O)c2ccccc2C1=O	0.0	0	-0.1	-3%	8%	-13%	-5%	-7%
O=c1[nH]cnc2sc3c(c12)CN(Cc1ccccc1)CC3	-0.8	-27	-0.5	-4%	-5%	-10%	-1%	8%
CC(C)Nc1nc(NC(N)=S)nc(NC(C)(C)C)n1	-2.2	-12	2.8	u	5%	2%	-4%	19%
CCCSc1nc2sc3c(c2c(=O)n1CC)CC(C)(C)OC3	-1.8	4	-1.3	5%	8%	-6%	5%	-2%
CC(C)Nc1nc(NCCOc2ccccc2Cl)c2sc(-c3ccccc3)cc2n1	0.2	x	-0.7	-4%	-5%	-8%	19%	10%
COc1ccc(OCc2cc(C(=O)N3C[C@@H](C)O[C@@H](C)C3)no2)c(Cl)c1	-1.7	-2	1.0	-3%	-24%	-17%	6%	14%
CSc1ncccc1C(=O)OCC(=O)N(C)Cc1ccc(C)cc1	0.3	4	-2.7	-8%	6%	-5%	13%	11%
CCCCN(C(=O)C1=CC=CN2CCS(=O)(=O)N=C12)c1ccccc1	-0.6	7	-3.6	-7%	-12%	-1%	0%	26%
Cn1nc(NC(=O)C(C)(C)C)c2c(F)cccc21	1.0	0	-1.5	3%	1%	-6%	4%	-4%
O=C(O)COc1ccccc1/C=N/NC(=O)CSc1nnc(SCc2cccc3ccccc23)s1	0.4	0	0.3	u	8%	-23%	5%	-1%
COc1ccccc1C1=Nc2cccc3cccc(c23)N1	-3.3	x	-2.0	-13%	1%	-10%	16%	25%
CC(=O)NCC(=O)OCC(=O)N1c2ccccc2Sc2ccccc21	-2.1	0	-0.8	-14%	20%	-3%	16%	3%
Cc1cc(=O)oc2c(C)c(OCC(=O)NCC3CCC(C(=O)O)CC3)ccc12 (stereo unspecified)	0.8	-4	1.7	5%	4%	-9%	13%	4%
Nc1ccccc1C#CCCCCO	-3.5	1	0.7	-7%	19%	2%	3%	12%
O=C(NCc1ccccc1)C(=O)NCC1OCCN1C(=O)c1cccs1 (stereo unspecified)	-0.5	1	-2.3	-4%	6%	-13%	13%	12%
CN(c1cccc(NC(=O)CN(c2ccc(C34CC5CC(CC(C5)C3)C4)cc2)S(C)(=O)=O)c1)S(C)(=O)=O	0.9	x	0.5	-6%	-9%	-15%	15%	7%
NS(=O)(=O)c1cccc(NC(=O)CN2CCN(Cc3ccc4c(c3)OCO4)CC2)c1	0.3	-1	-0.2	3%	-18%	-14%	-9%	4%
COc1ccc(N2C(=O)/C(=C\c3ccco3)N=C2SCC(=O)N(C(C)C)C(C)C)cc1Cl	-2.6	0	-2.1	-19%	-13%	3%	0%	-10%
CCCCCC1CC(/C(C)=N/NC(N)=O)OC1=O (stereo unspecified)	1.4	-1	2.2	-13%	-3%	2%	-3%	3%
CCOc1cc(C=O)cc(Br)c1OCC(=O)NCCc1ccccc1	2.2	-20	-0.7	-8%	-10%	-13%	15%	16%
Cc1ccccc1C(C(=O)NCc1ccccc1)N(Cc1ccco1)C(=O)c1ccccn1 (stereo unspecified)	-0.7	2	-1.7	-16%	-1%	-3%	7%	7%
